# RBX1-CUL1 inh – human ROC1-CUL1 E3 ligase inhibition. actives 0.6% (n = 140,000). inhibition, % at 10 µM. in vitro K48 di-Ub FRET, acceptor:donor ratio, 45 min. P62877+Q13616; in the data active = inhibition above about 25%
# Target sequence (P62877 whole entry, looked up): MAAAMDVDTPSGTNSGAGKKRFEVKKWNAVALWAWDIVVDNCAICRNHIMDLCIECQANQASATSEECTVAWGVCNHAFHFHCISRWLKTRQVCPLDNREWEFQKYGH
# Target sequence (Q13616 whole entry, looked up): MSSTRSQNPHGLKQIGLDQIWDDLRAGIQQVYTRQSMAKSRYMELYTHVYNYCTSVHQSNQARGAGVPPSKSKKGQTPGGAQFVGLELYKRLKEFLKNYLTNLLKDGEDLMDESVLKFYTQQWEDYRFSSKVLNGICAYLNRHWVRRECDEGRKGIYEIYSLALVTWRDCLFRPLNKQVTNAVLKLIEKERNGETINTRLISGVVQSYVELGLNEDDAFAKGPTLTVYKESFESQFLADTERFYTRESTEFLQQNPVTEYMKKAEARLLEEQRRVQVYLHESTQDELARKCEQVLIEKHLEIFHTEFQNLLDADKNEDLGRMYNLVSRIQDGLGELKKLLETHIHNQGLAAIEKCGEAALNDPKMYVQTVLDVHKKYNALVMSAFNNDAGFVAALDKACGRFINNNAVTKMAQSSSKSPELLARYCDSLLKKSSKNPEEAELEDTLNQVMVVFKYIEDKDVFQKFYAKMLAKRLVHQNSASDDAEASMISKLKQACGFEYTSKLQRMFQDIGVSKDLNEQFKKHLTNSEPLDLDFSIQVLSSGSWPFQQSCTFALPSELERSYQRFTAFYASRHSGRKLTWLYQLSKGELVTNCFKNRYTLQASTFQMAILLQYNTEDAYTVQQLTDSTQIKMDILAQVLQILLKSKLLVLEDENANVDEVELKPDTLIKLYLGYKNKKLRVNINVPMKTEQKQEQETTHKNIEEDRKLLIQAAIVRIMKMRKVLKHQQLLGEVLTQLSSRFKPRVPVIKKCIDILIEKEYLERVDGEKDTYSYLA
# * = called active by the depositor; & = joins results of further samples. An excerpt. The share of hits here may be higher or lower than overall.
SMILES,RBX1-CUL1 inh
CC(OC(=O)c1cc(Br)c(N)c(Br)c1)C(=O)c1ccccc1 (stereo not given),-4
CC(C)(C)c1ccc(C(=O)Nc2nnc(Cc3ccc(Cl)cc3)s2)cc1,3
CC(/C=N/NC(=O)c1ccc(OC(F)(F)C(F)F)cc1)=C\c1ccco1,7
CC(C)(c1ccccc1)c1ccc(OCC(=O)Nc2ccc3c(c2)OCCO3)cc1,7
COc1ccccc1C(=O)Nc1cccc(N2CCC(NC3C4CC5CC3CC(O)(C5)C4)CC2)c1 (stereo not given),2
CSc1ncc(F)c(=O)n1Cc1ccccc1,-17
Fc1ccc(-c2ccc(CNCC3CCCO3)o2)cc1Cl (stereo not given),-6
N#CC1C(=N)Oc2n[nH]c(-c3ccc(C4CCCCC4)cc3)c2C1c1cc(Br)c(O)c(Br)c1 (stereo not given),9
CC(C)c1ccc(OCC(=O)N(Cc2cccs2)C2CCS(=O)(=O)C2)cc1 (stereo not given),4
FC(F)(F)c1ccc(-c2nnc(-c3ccco3)o2)cc1,-7
CC1CC(=O)NN=C1c1ccc(N2CCN(C(=O)Cc3ccccc3F)CC2)cc1 (stereo not given),7
CC(C)c1ccc(NC(=O)Cn2nnc(C(=O)NCc3ccc4c(c3)OCO4)c2N)cc1,1
N#Cc1ccc(-c2nc3ccncc3[nH]2)cc1,-6
COc1ccc(CNC(=O)C(C)N2Cc3ccccc3C2=O)cc1 (stereo not given),7
COc1ccc(CC(=O)NNc2ncnc3c2cnn3Cc2ccccc2)cc1OC,-11
Cc1ccc(S(=O)(=O)Cc2nc(-c3ccc(C(=O)NCCCOC(C)C)cc3)oc2C)cc1,0
Cc1cccc(Cn2c(CNC(=O)c3ccccc3)nc3ccccc32)c1,-7
C=CCSc1nnc(-c2ccccc2N=CC2C(=O)N(c3ccccc3)N=C2C)c(=O)[nH]1 (stereo not given),5
CCS(=O)(=O)N1CCC(C(=O)N2CCCCC2)CC1,-9
CC(C)c1[nH]nc2c1C(c1cccc(F)c1)C(C#N)C(=N)O2 (stereo not given),1
CCn1c(C)c(C)c2cc(C(=O)Nc3ccc(C)c(C)c3)ccc21,0
COc1c(Cl)cc(C(=O)Nc2cccc(-c3nc4ccccc4[nH]3)c2)cc1Cl,8
N#Cc1cc(C#N)c(SCC(=O)Nc2ccc(OC(F)(F)F)cc2)nc1N,-3
CCCCNC(=O)c1ccc2nnsc2c1,4
CCc1nc2cc(C(=O)N3C[C@@H](C)O[C@@H](C)C3)cc(NC(=O)c3ccccc3OC)c2n1C,-2
CC(C)(C)c1ccccc1OCC(=O)N1CCCC1,4
CC(C)(C)NC(=O)COc1ccc(CNn2nnnc2N)cc1,0
COCc1cc(C)nc(SCC(=O)Nc2ccc(Br)cc2)c1C#N,16
COC(=O)N1C2CCC(O)C1CCC2O (stereo not given),5
NC(=O)c1c(NC(=O)C(F)(F)F)sc2c1CCCCCC2,-3
CCOc1cc(/C=C2\SC(=O)N(CC(=O)N3CCOCC3)C2=O)cc(Br)c1OCC,-7
O=C(/C=C/c1ccc2nccnc2c1)c1cccs1,23
Cc1ccc(S(=O)(=O)Cc2ccc(C(=O)OCC(=O)c3ccc(Cl)cc3)cc2)cc1,-2
O=C1Nc2c(sc3nc(-c4ccccc4)cc(-c4ccc(Cl)cc4)c23)C(=O)C1Br (stereo not given),-2
Nc1nn(CCO)c(N)c1[N+](=O)[O-],-4
Cc1nc(NC(=O)NCc2cn[nH]c2-c2ccc(Cl)cc2)n[nH]1,5
COC(=O)c1ccc(CNC2CCN(c3ccc(C(=O)N4CCc5ccccc5C4)cc3)CC2)cc1,0
CC1(C)OC(=O)C(C2=NCCN2)C(=O)O1,3
Cc1ccc(S(=O)(=O)N2CCCc3cc(NC(=O)c4c(F)cccc4F)ccc32)cc1,0
CCOCCn1c(=O)c2c(nc3n2CCCN3c2ccc(C)c(C)c2)n(C)c1=O,5
Cc1ccc(Nc2cc(C(=O)NC3CCCC3)c3ccccc3n2)cc1C,3
CCS(C)=NS(=O)(=O)c1ccc(C)cc1 (stereo not given),6
Cc1nc(-c2ccc(C)c(N3CCN(C(=O)Nc4ccccc4C(F)(F)F)CC3)c2)no1,-5
Cc1cccc(Oc2coc3cc(OCC(=O)OC4CCCCC4)ccc3c2=O)c1,6
Nc1ccc2oc3ccc(N)cc3c(=O)c2c1,5
Cc1cccc(-c2noc(-c3ccccc3NC(=O)C3CC(=O)N(c4ccccc4C)C3)n2)c1 (stereo not given),0
COc1ccc(C(=O)N2CCN(C(=O)c3ccco3)CC2)cc1COc1ccc(Br)cc1,-5
O=C(NC(=S)Nc1cccc(CO)c1)c1ccc(-c2ccccc2)cc1,-4
COc1ccc(C2C(C(=O)/C=C/c3ccccc3)C(=O)C(=O)N2c2ccc(C)cc2)cc1 (stereo not given),0
COc1ccc(/C=C/C2=Nc3ccccc3C2(C)C)cc1OC,0
COc1ccc(CCNC(=O)Cc2c(C)c3cc4c(C)coc4c(C)c3oc2=O)cc1,-1
COc1ccc(-c2csc(=Nc3ccccc3)n2CCO)cc1F,0
CCC(C(=O)Nc1ccc(-c2nnc(-c3ccccc3)o2)cc1)c1ccccc1 (stereo not given),1
CCCCN1CC(C(=O)Nc2ccc(C)cc2)CC1=O (stereo not given),3
O=C(NCCc1cccs1)c1cc(COc2ccccc2)[nH]n1,1
CCOC(=O)c1cnc2ccc(OC)cc2c1Nc1cccc(C(C)=O)c1,1
Nc1nonc1-c1nc2ccccc2n1CC(=O)Nc1ccc(F)cc1,11
COc1cccc(NC(=O)c2sc3nc(-c4ccc(C)cc4)cc(-c4ccco4)c3c2N)c1,-7
COc1c(Cl)cc(Cl)cc1C1c2c(n[nH]c2-c2ccc(CC(C)C)cc2)OC(=N)C1C#N (stereo not given),-12
O=c1[nH]c(=O)c2c(-c3cccc4ccccc34)ccnc2[nH]1,1

# (list continues)
SMILES,RBX1-CUL1 inh
Cc1cc(OCC(=O)Nc2sc3c(c2C#N)CCC(C)C3)ccc1Cl (stereo not given),1&4
COCc1ccc(CN2CCCC(CNS(=O)(=O)N(C)C)C2)o1 (stereo not given),-10
O=C1CC(N2CCCCCC2)C(=O)N1c1ccccc1 (stereo not given),-1
OCCc1cn(C2CCN(Cc3c(F)ccc(F)c3F)CC2)nn1,-1
COc1ccc(-n2nc3cc(C)c(NC(=O)c4ccc(-c5ccc(Br)cc5)o4)cc3n2)cc1,-2
Cc1ccc(NCc2cccn2-c2nnc(N3CCC(C(=O)NCCc4ccccc4)CC3)s2)cc1,6
CCC(=O)c1csc(-c2ccccc2)c1,4
O=C(COc1ccccc1Cl)Nc1ccc(-c2nc3ccccc3s2)cc1,3
CCC(Sc1nc2n[nH]c(C)c2c(=N)n1-c1ccc(Br)cc1)C(=O)N(CC)CC (stereo not given),-1
COc1ccc(NC(=O)CCc2nnc3n(C)c(=O)c4sccc4n23)cc1Cl,7
Cc1cccc(Oc2nc3c(C)cccn3c(=O)c2/C=C(\C#N)c2nc3ccccc3[nH]2)c1,1
COc1cc(-c2cc(OC)c3c(C)oc(C)c3c(=O)c2)ccc1OC(=O)c1cccc(C)c1,-4

# Four compounds already listed, sorted by the value under RBX1-CUL1 inh, low to high.
SMILES,RBX1-CUL1 inh
Cc1ccc(S(=O)(=O)Cc2ccc(C(=O)OCC(=O)c3ccc(Cl)cc3)cc2)cc1,-2
O=C1CC(N2CCCCCC2)C(=O)N1c1ccccc1 (stereo not given),-1
CC(C)(C)NC(=O)COc1ccc(CNn2nnnc2N)cc1,0
CCCCNC(=O)c1ccc2nnsc2c1,4

# The listing continues.
SMILES,RBX1-CUL1 inh
O=C(CSc1c2c(nc3ccc(Cl)cc13)CCCC2)N1CCN(c2cccc(Cl)c2)CC1,2
Cc1ccc(-c2cc(-c3ccc(F)cc3)n3ncnc3n2)cc1,-13
Cc1onc(-c2ccccc2)c1C(=O)Nc1ccc(S(=O)(=O)N2CCC(C)CC2)cc1,-9
O=c1oc2ccc(Br)cc2cc1-c1nc(-c2ccccc2)no1,0
COc1cc(CNc2cccc(Cl)c2C)cc(I)c1OC,-5
COc1ccccc1-c1nc2ccccc2c(=O)n1NC(=O)CCc1ccccc1,-1
COCCCC1CCN(c2nc3nonc3nc2NCCOC)CC1,-8
CC(=O)N[C@@H](C)C(=O)N1CCc2onc(-c3ccc(F)c(F)c3)c2C1,9
CCSc1nc(N2CCOCC2)c2c(c1C#N)CC(C)(C)OC2,5
O=C(N=C(C/C=C/c1ccccc1)C(=O)N1CCOCC1)c1ccccc1Cl,12
C/C=C(\C)C(=O)N1CCC(C2(c3ccccn3)NC(=O)N(CCc3cccs3)C2=O)CC1 (stereo not given),-4
Cc1cc(OCc2ccc(C(=O)n3nc(C)c(I)c3C)o2)ccc1Cl,-1

# Random excerpt: 4 entries already listed.
SMILES,RBX1-CUL1 inh
Cc1cc(OCc2ccc(C(=O)n3nc(C)c(I)c3C)o2)ccc1Cl,-1
O=C(CSc1c2c(nc3ccc(Cl)cc13)CCCC2)N1CCN(c2cccc(Cl)c2)CC1,2
O=c1oc2ccc(Br)cc2cc1-c1nc(-c2ccccc2)no1,0
CC(=O)N[C@@H](C)C(=O)N1CCc2onc(-c3ccc(F)c(F)c3)c2C1,9

# Following part:
SMILES,RBX1-CUL1 inh
CCOc1cc(/C=C2\C(=O)NN(c3ccccc3)C2=O)cc(Cl)c1OCCCOc1ccc(Cl)cc1,2
COc1ccc(Cl)cc1NC(=O)CSC1=Nc2ccccc2C2=NC(CCC(=O)NCc3ccco3)C(=O)N12 (stereo not given),6
COc1ccc(OCC(O)CN(C)C)c(CNCc2cc(F)ccc2F)c1 (stereo not given),7
CCN(CC)C1CCN(C(=O)c2cc(Cl)ccc2OC2CCN(C(C)=O)CC2)C1 (stereo not given),2
Cc1ccc(C)c(Nc2cc(C(=O)NCCCN(C)C3CCCCC3)c3ccccc3n2)c1,3
Cc1ccc(C(=O)CSc2nnnn2-c2cc(C)ccc2C)c(C)c1,5
COc1ccc(C2NC(=O)N=C(C)C2C(=O)OCCSC)cc1OC (stereo not given),-5
CO[C@H]1c2ccccc2Sc2ccc(Cl)cc2[C@@H]1OC,1
C=CCC1NCCc2c(Br)cccc21 (stereo not given),-1
CCOC(=O)c1sc(N/N=C/c2cc(Br)c(O)c(Br)c2)nc1C,-2
C=CCOc1c(Br)cc(CNn2cn[nH]c2=S)cc1OC,5
CCOC(=O)CSc1nc(-c2ccc(OCC)cc2)cc(C(F)(F)F)c1C#N,10
CCc1ccc(-c2cn3c(n2)sc2cc(C(=O)NCCc4ccc(OC)cc4OC)ccc23)cc1,-6
Oc1ccc(CN2Cc3ccccc3OC(c3ccccc3F)C2)cc1 (stereo not given),4
CCCCN1CCc2c1nc1ccc(Br)cc1c2N,2
CC(=O)N1CCN(C(=O)Cc2c3c(n(Cc4ccccc4)c2C)CCCC3=O)CC1,1
CSc1ncc(C(=O)Nc2cccc(C)c2C)c(-c2ccccc2)n1,-1
N#CC1C(=N)Oc2n[nH]c(-c3ccccc3)c2C1c1ccccc1Br (stereo not given),2
COc1ccc(C(=O)OC(C(=O)c2ccccc2)c2ccccc2)cc1 (stereo not given),4
Cc1cccc(C)c1NC(=O)CN(C)S(=O)(=O)c1ccc2c(c1)n(C)c(=O)c(=O)n2C,-5
Cc1ccc(CNC(=O)C2CCCN(S(=O)(=O)c3ccc4c(ccn4C)c3)C2)cc1 (stereo not given),-3
O=C(C1CC1)N1CCC(N2CCCC(C(=O)N3CCCCCC3)C2)CC1 (stereo not given),1
CS(=O)(=O)N1N=C(c2ccc(Br)cc2)CC1c1cccs1 (stereo not given),3
Cc1cc(-c2ccccc2)o[n+]1C(C)c1ccccc1 (stereo not given),3

# Copied from the list.
# `Cc1cc(-c2ccccc2)o[n+]1C(C)c1ccccc1` (stereo not given) | RBX1-CUL1 inh = 3
# `Cc1ccc(CNC(=O)C2CCCN(S(=O)(=O)c3ccc4c(ccn4C)c3)C2)cc1` (stereo not given) | RBX1-CUL1 inh = -3
# `CC(=O)N1CCN(C(=O)Cc2c3c(n(Cc4ccccc4)c2C)CCCC3=O)CC1` | RBX1-CUL1 inh = 1
# `CS(=O)(=O)N1N=C(c2ccc(Br)cc2)CC1c1cccs1` (stereo not given) | RBX1-CUL1 inh = 3

# Remaining list, next part:
SMILES,RBX1-CUL1 inh
COc1cc(SC)ccc1C(=O)N1CCCC1,4
C=CCN(Sc1ccc(Cl)cc1)N1C(=O)c2ccccc2C1=O,1
COc1cc(/C=C2\SC(=Nc3ccc(F)cc3)NC2=O)cc(OC)c1OC,5
C=CCN(CC=C)C(=O)CC1(c2cccc(C(F)(F)F)c2)CC(=O)N(CC)C1=O (stereo not given),-8
CC1=NN(c2ccc(Cl)cc2)C(=O)C1C=Nc1ccc(N(C)C)cc1 (stereo not given),8
COc1ccc(CNc2ccc(F)cc2F)c(OC)c1OC,4
CCn1cc(C(=O)NCCCOC)c(=O)c2cc(S(=O)(=O)N3CCc4ccccc4C3)ccc21,-2
Cc1ccc(-n2nc(C(=O)Nc3ccc(F)cc3Cl)c(=O)n(C)c2=O)cc1,-17
CCc1ccc(OCCSc2nc3ccccc3[nH]2)cc1,-1
COC(=O)NN=C(C1CC1)C1CC1,10
CCOC(=O)c1c(C)[nH]c(C)c1S(=O)(=O)N1CCC(C(=O)Nc2ccc(C)c(Cl)c2)CC1,7
COc1cc(CN2CCNC(=O)C2CC(=O)NC2CCCC2)cc(OC)c1 (stereo not given),3
O=C(CSc1nc(-c2cccs2)cc(C(F)(F)F)n1)Nc1ccccc1Cl,2
Cc1nc(N2CCCCCCC2)ncc1C(C)NC(=O)c1cnccn1 (stereo not given),-6
Cc1ccc(-n2ncc(C(=O)N3CCC(c4ccccc4)C3)c2C2CCN(C(=O)OC(C)(C)C)CC2)cc1 (stereo not given),3
CCOc1ccc(N2C(=O)CC(N3CCC(C)CC3)C2=O)cc1 (stereo not given),3
COc1cc(-c2[nH]ncc2CN(C)Cc2ccon2)cc(OC)c1OC,5
CN1CCCC(O)(CNCCn2nc(-c3ccccc3)ccc2=O)C1=O (stereo not given),-7

# Entries listed so far containing two or more sulfur atoms, in the order listed:
SMILES,RBX1-CUL1 inh
CC(C)c1ccc(OCC(=O)N(Cc2cccs2)C2CCS(=O)(=O)C2)cc1 (stereo not given),4
CCS(C)=NS(=O)(=O)c1ccc(C)cc1 (stereo not given),6
CS(=O)(=O)N1N=C(c2ccc(Br)cc2)CC1c1cccs1 (stereo not given),3
O=C(CSc1nc(-c2cccs2)cc(C(F)(F)F)n1)Nc1ccccc1Cl,2

# High-throughput results: PubChem BioAssay, Icahn School of Medicine at Mount Sinai
